# Screening data: PubChem, Sanford-Burnham Center for Chemical Genomics
# GPR55 antagonists – inhibition of LPI-stimulated GPR55 beta-arrestin translocation – imaging, U2OS, beta-arrestin-GFP, LPI agonist, primary screen (AID 2013) | U2OS GPR55 beta-arrestin-GFP translocation imaging, LPI antagonism; higher % means a stronger effect | inhibition, % at 10 µM, or IC50 in µM where a hit was titrated | 290,000 compounds, 0.13% hits;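 active = spots per cell inhibited over 60%, with over 100 cells counted and total cytoplasm intensity under 500,000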;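 note: U2OS cells stably carrying GPR55 and arrestin-GFP stimulated by 5 µM LPI near EC80; imaged beta-arrestin-GFP aggregate spots per cell after agonist stimulation; plate controls were LPI-stimulated DMSO wells for no effect and DMSO wells without LPI for full effect; some results filed as inactive read as strong as hits; confirmed hits need IC50 under 10 µM and bright autofluorescent wells are also inconclusive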
# NOD1 inhibition – inhibition of NOD1-driven NF-kB reporter – cell-based, luminescence, uHTS, primary screen (AID 1578) | 290,000 compounds, 1% hits | inhibition, % at 4 µM, or EC50 in µM where a hit was titrated | NOD1-driven NF-kB luciferase reporter cells, luminescence; higher % means a stronger effect; in the data active = inhibition mostly above about 36%, no sharp cut-off; inactive = mostly below about 34%;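 note: HEK-293T reporter cells stimulated with the NOD1 agonist gamma-tri-DAP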
# GPR55 beta-arrestin – GPR55 agonists via beta-arrestin recruitment, primary screen, imaging, U2OS cells, beta-arrestin-GFP redistribution (AID 1961). activation, % at 10 µM, or EC50 in µM where a hit was titrated. 290,000 compounds, 0.048% hits. U2OS GPR55 beta-arrestin-GFP redistribution imaging; higher % means a stronger effect;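 active = activation above 40% with more than 50 cells counted in the well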;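 note: U2OS osteosarcoma cells stably expressing GPR55 and beta-arrestin-GFP; plate controls were DMSO negative control for no effect and LPI positive control for full effect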
# AID2073 – disruptors of CaV2.2 binding to Mint1 – biochemical, HTRF (AID 2073) | HTRF protein-protein interaction, Mint1-CaV2.2; higher % means a stronger effect | one-dose inhibition, % at 20 µM; IC50 in µM for titrated hits | 290,000 compounds, 0.19% hits; in the data active = inhibition mostly above about 51%, no sharp cut-off; note: some results filed as inactive read as strong as hits
# SIAH1 antagonists – blockers of Siah-1 interaction with plectin peptide – biochemical, fluorescence polarization, rhodamine-plectin, uHTS, primary screen (AID 1817) | Siah-1 / rhodamine-plectin peptide fluorescence polarization; higher % means a stronger effect | displacement, % at 20 µM; hits with a dose series show IC50 in µM | 290,000 compounds, 0.02% hits;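 active = displacement of at least 50% at 20 µM, with a fluorescence ratio check between 0.3 and a set limit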;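 note: plate controls were Siah plus tracer with DMSO for no effect and tracer alone without Siah for full effect; strong numbers were not always called active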
# KOR beta-arrestin-1 – KOR antagonists, beta-arrestin recruitment, cell-based, luminescence, uHTS (AID 1778). KOR beta-arrestin recruitment, luminescence, antagonist mode; higher % means a stronger effect. inhibition, % at 10 µM, or IC50 in µM where a hit was titrated. 290,000 compounds, 0.091% hits; in the data active = inhibition above about 50%; note: strong numbers were not always called active
# HIV peptide binding – cell-free HIV fusion peptide-binding blockers – biochemical, uHTS, fluorescence dequenching, primary screen (AID 1986); cell-free peptide binding, fluorescence dequenching, 30 min; higher % means a stronger effect; inhibition, % at 20 µM, or IC50 in µM where a hit was titrated; 290,000 compounds, 0.3% hits; in the data active = inhibition mostly above about 52%, no sharp cut-off; inactive = mostly below about 76%; note: some results filed as inactive read as strong as hits
# GPR35 arrestin U2OS – GPR35 antagonists blocking zaprinast-driven arrestin recruitment, primary screen, imaging, U2OS, beta-arrestin-GFP, zaprinast agonist (AID 2058) | U2OS GPR35 beta-arrestin-GFP translocation imaging, zaprinast antagonism; higher % means a stronger effect | inhibition, % at 10 µM; hits with a dose series show IC50 in µM | 290,000 compounds, 0.052% hits;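 active = inhibition of at least 50% with at least 30 cells and total cytoplasm GFP at most 10,000,000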
# KOR beta-arrestin-2 – kappa opioid receptor activators – cell-based, luminescence, uHTS, primary screen (AID 1777); KOR beta-arrestin recruitment, luminescence; higher % means a stronger effect; 280,000 compounds, 0.02% hits; one-dose activation, % at 10 µM; EC50 in µM for titrated hits; in the data active = activation above about 50%, passing the limit was not always enough; note: a part of the inactive calls stands beside numbers as strong as those of hits
# * = called active by the depositor; & = joins results of further samples; ! = repeats disagree. These rows are one share of the data; count on the stated rates, not on these rows.
SMILES | GPR55 antagonists | NOD1 inhibition | GPR55 beta-arrestin | AID2073 | SIAH1 antagonists | KOR beta-arrestin-1 | HIV peptide binding | GPR35 arrestin U2OS | KOR beta-arrestin-2
Cc1ccsc1/C=C/C1=NCCCN1C | -13% | -11% | 0.1% | 0% | -1% | -9% | -0.1% | -11% | 0.6%
CN1CCN(c2c(F)cc3c(=O)c(C(=O)O)cn4c3c2SCC4)CC1 | 0%&-6% | -19%&-11% | 0.0%&-0.5% | 53%*! | 5%&28% | 3%&-8% | 0.3%&13% | -11%&-5% | 0.1%&-1.3%
CN(C)CCOC(=O)C(c1ccccc1)C1(O)CCCC1 (configuration not stated) | -8% | -39% | 0.2% | 5% | 0% | 2% | 1.7% | -2% | 1.6%
COc1ccc(S(=O)(=O)Nc2nnc(CC(C)C)s2)cc1 | -3% | -33% | -0.1% | 0% | -4% | 2% | 2.9% | 6% | 4.9%
O=C(c1ccccc1)c1ccc2n1CCC2C(=O)O (configuration not stated) | 12% | -43% | 0.4% | 7% | 16% | -24% | 2.8% | -10% | 0.2%
COc1cc2c(c(OC)c1OC)-c1c(cc(OC)c(OC)c1OC)C[C@H](C)[C@H](C)C2 | 8% | -2% | -0.1% | 2% | -7% | 44% | -1.5% | 23% | -0.9%
O=C(O)CCCCCCCC(=O)O | -3% | -11% | -0.1% | 1% | 3% | -70% | -0.3% | 0% | -1.9%
O=C(NCCN1CCOCC1)c1ccc(Cl)cc1 | -7% | 4% | -0.3% | 9% | 0% | -28% | -1.2% | 17% | 5.8%
CN(CCOc1ccc(NS(C)(=O)=O)cc1)CCc1ccc(NS(C)(=O)=O)cc1 | 22% | -11% | 0.2% | 10% | -1% | 4% | -1.4% | -10% | 0.3%
C[C@]12CC[C@H]3C(=CCc4cc(O)ccc43)[C@@H]1CCC2=O | 6% | -32% | -0.2% | 2% | 14% | 19% | -0.4% | -8% | -2.5%
CN1CCC(=C2c3ccccc3CC(=O)c3sccc32)CC1 | 14%&8% | -19%&-6% | -0.2%&-0.5% | -2%&-1% | -3%&3% | 41%&0% | -1.1%&-0.3% | -7%&10% | -1.9%&1.2%
O=C1CCc2cc(OCCCCc3nnnn3C3CCCCC3)ccc2N1 | 18%&-16% | 57%&-3% | -0.2%&-0.3% | 1%&-8% | -5%&6% | 6%&-15% | -4.8%&-0.7% | 9%&-13% | -0.3%&-1.6%
CC(=O)O[C@@]12CO[C@@H]1C[C@H](O)[C@@]1(C)C(=O)[C@H](O)C3=C(C)[C@@H](OC(=O)[C@H](O)[C@@H](NC(=O)OC(C)(C)C)c4ccccc4)C[C@](O)([C@@H](OC(=O)c4ccccc4)[C@H]21)C3(C)C | -13% | -17% | -0.5% | 13% | 0% | -28% | -0.9% | -3% | 0.5%
CCN(CC)CCOC(=O)C(c1ccccc1)c1ccccc1 | -2% | -15% | -0.1% | -7% | -6% | -3% | 1.2% | -8% | -1.4%
CCCc1cc(C(N)=S)ccn1 | -3% | 4% | 0.3% | -2% | 1% | -14% | 1.4% | -7% | -7.7%
CCC12CCCN3CCc4c(n(c5ccccc45)C(O)(C(=O)OC)C1)C32 (configuration not stated) | 9% | -14% | -0.1% | -7% | 10% | 6% | 12% | -2% | 2.7%
CC1(C)Oc2ccc(C#N)cc2[C@@H](N2CCCC2=O)[C@@H]1O | 10% | -33% | 0.5% | -1% | 0% | -28% | 1.1% | 11% | 1.3%

# 3 entries from above, ordered by the number in HIV peptide binding, falling:
SMILES | GPR55 antagonists | NOD1 inhibition | GPR55 beta-arrestin | AID2073 | SIAH1 antagonists | KOR beta-arrestin-1 | HIV peptide binding | GPR35 arrestin U2OS | KOR beta-arrestin-2
CN(C)CCOC(=O)C(c1ccccc1)C1(O)CCCC1 (configuration not stated) | -8% | -39% | 0.2% | 5% | 0% | 2% | 1.7% | -2% | 1.6%
CCCc1cc(C(N)=S)ccn1 | -3% | 4% | 0.3% | -2% | 1% | -14% | 1.4% | -7% | -7.7%
CC1(C)Oc2ccc(C#N)cc2[C@@H](N2CCCC2=O)[C@@H]1O | 10% | -33% | 0.5% | -1% | 0% | -28% | 1.1% | 11% | 1.3%

# Copied from the list:
# Value of `O=C(c1ccccc1)c1ccc2n1CCC2C(=O)O` (configuration not stated) under GPR55 antagonists: 12%
# Value of `CCCc1cc(C(N)=S)ccn1` under KOR beta-arrestin-2: -7.7%
# Value of `CN(C)CCOC(=O)C(c1ccccc1)C1(O)CCCC1` (configuration not stated) under SIAH1 antagonists: 0%
# Value of `CN(CCOc1ccc(NS(C)(=O)=O)cc1)CCc1ccc(NS(C)(=O)=O)cc1` under KOR beta-arrestin-1: 4%
# Value of `C[C@]12CC[C@H]3C(=CCc4cc(O)ccc43)[C@@H]1CCC2=O` under GPR55 beta-arrestin: -0.2%
